5HT1E antag: 5-HT1E (human) receptor antagonism; 65,000 tested, 0.99% active; P28566; inhibition, % at 6 µM; CHO 5-HT1E Ga15 NFAT-bla reporter, FRET, antagonist;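 active = inhibition above a set limit, the mean inhibition across every tested compound plus 3 SD, cut at about 29% in these data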;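 also: signal is the 460 over 535 nm emission ratio of beta-lactamase substrate; 0% = agonist plus DMSO wells and 100% = wells without agonist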
NADH enzymes: blocks coupling enzymes of NAD/NADH assays; coupled PK/LDH NADH assays, four targets; IC50, µM (doses to about 10 µM), for the others: top-dose inhibition; 65,000 tested, 0.02% active; AID 774;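 active = single-dose screening hits from any of four coupled enzyme assays that gave an IC50 when retested across doses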;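 also: the DPM-DC format reads NADH fluorescence rather than 340 nm absorbance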
MMP13 inh: inhibitors of human MMP13; 65,000 tested, 0.07% active; MMP-13 fTHP FRET cleavage, Mca fluorescence; P45452; inhibition, % at 4 µM;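 active = inhibition above the mean of compound-free control plate wells plus 3 SD, cut at about 14% in these data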;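 also: 0% = DMSO wells and 100% = wells with reference MMP-13 inhibitor after basal subtraction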
5-HT1A blocker: blocks the human serotonin 5-HT1a receptor. CHO 5-HT1a Ga15 NFAT-bla reporter, antagonist mode. P08908. 62,000 tested, 0.68% active. inhibition, % at 10 µM;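 active = inhibition above the mean of all tested compounds plus 3 SD, cut at about 43% in these data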;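 also: receptor stimulated by 5-CT agonist at 100 nM near EC80; beta-lactamase reporter measured by ratiometric fluorescence of a cleavable substrate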
HTR1A agonist: agonists of human 5-HT1a serotonin receptor; AID 567; activation, % at 10 µM; 65,000 tested, 0.56% active; CHO 5-HT1a Ga15 NFAT-bla reporter, FRET ratio; 0% basal, 100% maximal reference agonist; P08908;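 active = activation above the screen-wide mean activation plus 3 SD, cut at about 19% in these data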;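 also: 0% = DMSO wells and 100% = 5-CT at EC100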
Ecoli tolC: blocks growth of E. coli BW25113 tolC mutant | growth inhibition, % at 10 µM (by protocol) | 65,000 tested, 2.2% active | OD615;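 active = growth inhibition at or above a cutoff equal to the mean over every tested compound plus 3 SD, cut at about 60% in these data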;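 also: growth measured after 20 h incubation at 37 °C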
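Test system: E. coli BW25113 ΔtolC::kan bacteria; incubation: 37 °C, 20 h exposure; medium: LB broth supplemented with 50 µg/mL kanamycin; read-out basis: percent growth inhibition; signal: A615 absorbance measurement; compound: 10 µM final, single dose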
HTR1E agonist: activates the human 5-HT1E serotonin receptor; CHO 5-HT1E Ga15 NFAT-bla reporter, FRET; 0% DMSO wells, 100% control agonist wells; activation, % at 6 µM; 65,000 tested, 0.69% active; AID 574;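 active = activation above a set limit, the screen-wide mean activation plus 3 SD, cut at about 8.5% in these data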;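 also: 100% = positive control agonist at 1 µM giving full maximal response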
RORA act: activators of human nuclear receptor RORA; activation, % at 10 µM; P35398; 65,000 tested, 1.5% active; CHO-K1 Gal4-RORA LBD luciferase reporter, luminescence; percent increase over mock-subtracted basal signal;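 active = activation above the mean of all tested compounds plus 3 SD, cut at about 49% in these data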;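 also: 0% = DMSO-treated RORA cells and 100% = added signal equal to DMSO minus mock-transfected cells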
Target sequence (P35398 whole entry, looked up, the tested form may be a part): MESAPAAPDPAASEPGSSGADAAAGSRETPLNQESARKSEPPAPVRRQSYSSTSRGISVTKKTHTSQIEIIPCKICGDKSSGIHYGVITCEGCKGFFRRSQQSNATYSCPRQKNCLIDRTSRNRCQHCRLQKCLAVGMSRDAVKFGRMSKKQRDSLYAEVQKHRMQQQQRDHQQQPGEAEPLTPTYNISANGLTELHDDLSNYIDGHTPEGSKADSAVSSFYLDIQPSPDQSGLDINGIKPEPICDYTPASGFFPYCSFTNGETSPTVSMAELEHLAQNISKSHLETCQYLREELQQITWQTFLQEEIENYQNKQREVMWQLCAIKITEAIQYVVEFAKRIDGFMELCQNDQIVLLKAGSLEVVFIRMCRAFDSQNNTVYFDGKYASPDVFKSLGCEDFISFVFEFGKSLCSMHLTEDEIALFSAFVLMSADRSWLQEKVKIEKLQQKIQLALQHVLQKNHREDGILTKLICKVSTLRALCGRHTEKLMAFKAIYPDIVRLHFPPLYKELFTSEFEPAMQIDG
SF-1 act: SF-1 (human) activation. Q13285. CHO-K1 Gal4-SF-1 LBD luciferase reporter; % increase over DMSO SF-1-specific signal. activation, % at 10 µM. 65,000 tested, 1.9% active. AID 522;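 active = activation above the mean activation of all tested compounds plus 3 SD, cut at about 50% in these data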
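Material: Gal4–SF-1 LBD one-hybrid luciferase reporter in CHO-K1 cells | Amount: 4,000 cells per well | Compound dosing: 10 µM single point, 1% DMSO | Schedule: 20 h compound treatment, 37 °C | Measured by: SteadyLite luciferase luminescence | Evaluation: Percent activation versus DMSO | Control set: DMSO-treated SF-1-transfected cells as negative, DMSO-treated mock-transfected cells lacking SF-1 as background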
* = called active by the depositor; · = no result given; [ ] = remark or other dose.

SMILES | 5HT1E antag | NADH enzymes | MMP13 inh | 5-HT1A blocker | HTR1A agonist | Ecoli tolC | HTR1E agonist | RORA act | SF-1 act
O=C(Cc1cccs1)N1CCC(c2nc3c(nnn3Cc3ccc(F)cc3)c(=O)[nH]2)CC1 | -2 | 4% | -8 | 0 | -2.5 | 17 | 0.9 | -2 | -11
CCCNc1cc(=O)n(C)c(=O)n1C | 9 | 3% | 0 | -10 | 0.0 | -17 | -0.5 | -14 | -15
O=C(O)COc1ccc(-c2nnn(CC(=O)O)n2)cc1 | -3 | 6% | 6 | -7 | -0.4 | -6 | 0.6 | 2 | -3
Cc1ccc(-n2nnnc2SCC(=O)N2CCc3ccccc3C2)c(C)c1 | -8 | 6% | 9 | 0 | 0.6 | 45 | -0.2 | -18 | 1
Cc1cc2cc(CNC(=O)c3cccs3)ccc2n1C | 5 | 3% | -7 | -3 | -0.8 | 22 | -0.5 | 7 | -8
COc1ccccc1CNS(=O)(=O)c1cc(C)ccc1OC | -6 | 3% | 2 | 2 | 1.4 | 10 | -0.3 | 2 | -16
O=C(NCCN1C(=O)CSC1=O)c1ccccc1 | 3 | 6% | 3 | 3 | -1.1 | -8 | -1.1 | 19 | 6
Cc1noc(C)c1CN1C(=O)NC2(CCCCCCC2)C1=O | -4 | 1% | 0 | -1 | -1.9 | -9 | 0.0 | 1 | 15
O=c1oc(-c2cccs2)nc2c1cnn2-c1ccccc1 | 9 | 4%[fluoresces] | 0 | 5 | 0.0 | -10 | -0.1 | -10 | -15
Cc1ccc2c(c1)nnn2C1CCN(CC(=O)c2ccc(Cl)cc2)CC1 | 2 | 5% | 3 | 6 | 0.2 | 0 | 0.0 | -5 | 5
Cc1ccc2[nH]c(CCN(C)C)c(CC#N)c2c1 | -16 | 6% | 4 | · | 1.4 | 1 | 0.1 | -6 | 1
CCOc1ccc(C(=O)NCCC(=O)NCCCC(=O)O)cc1 | 7 | 3% | 3 | 4 | -1.1 | -9 | -1.0 | -25 | 6
Cc1cc(C)c(NC(=O)C2CCCN2CCO)c(C)c1 (centres undefined) | -3 | 3% | -10 | 0 | -2.4 | -27 | -0.5 | 27 | -2
COc1ccccc1CC1(C)NC(=O)N(CC(=O)Nc2cc(C)on2)C1=O (centres undefined) | 9 | 3% | -2 | 3 | -2.9 | -9 | -0.6 | -11 | -2
Cn1c(=O)[nH]c(=O)c2c1nc(Br)n2CCSc1ncccn1 | -1 | 3% | 1 | · | -0.9 | -14 | -0.2 | -14 | -8
COc1ccc(C2CC(=O)C(C=NCCN3CCNCC3)=C(O)C2)cc1OC (centres undefined) | -12 | 3% | 4 | 3 | -1.1 | -4 | -0.7 | -12 | -30
CNC(=O)CN(c1cc(C)ccc1C)S(C)(=O)=O | 3 | 2% | 6 | -6 | -1.2 | 1 | 0.8 | -5 | -7
Fc1ccc2nc(Nc3nc4c(s3)CCCC4)sc2c1 | -3 | 3% | -78[fluorescence artefact?] | 17 | -2.1 | -16 | 0.7 | 21 | 90*
Cn1c(COc2ccccc2)nnc1SCC(=O)NCc1ccccc1 | 0 | 2% | 2 | 0 | -3.5 | -6 | -0.9 | -9 | 11
O=C(CCCCCN1C(=O)CCC1=O)Nc1ccc(Br)cc1F | -6 | 4% | 3 | -7 | -4.1 | -14 | -0.6 | 12 | -3
CCc1ccc(CNc2ccc3c(c2)ncn3C)cc1 | -17 | 4% | -16 | -12 | -1.1 | 31 | -0.1 | 61* | 70*
Cc1cc(C)nc(N2CCC(C(=O)NC3CCCCCC3)CC2)n1 | -12 | 6% | -2 | -9 | 1.4 | -2 | 1.5 | 0 | 4
O=C(c1cc2ccccn2n1)N1CCN(Cc2ccccc2)CC1 | -3 | 2% | -2 | 2 | 0.1 | -9 | -0.3 | 32 | 24
O=C(CN1C(=O)c2ccccc2C1=O)Nc1cccc2cccnc12 | -3 | 4% | 6 | 10 | -1.7 | 1 | 0.5 | -8 | -23
Cc1cc(NC(=O)Cc2c(F)cccc2Cl)no1 | 8 | 4% | 3 | 2 | -0.5 | -15 | -1.0 | -19 | -18
COc1cc2ccccc2cc1C(=O)OCC(=O)N1CCOCC1 | -1 | 7%[fluoresces] | -89[fluorescence artefact?] | -3 | -0.7 | 3 | -0.8 | 6 | -5
COC(=O)c1ccc(NC(=O)c2ccccc2NS(C)(=O)=O)cc1 | 4 | 8% | -8 | -3 | 0.4 | 14 | -0.1 | 11 | 11
CCOC(=O)c1c(NC(=O)CN(CC)CC)sc2c1CCC2 | -7 | 1% | -7 | -24 | 1.3 | 100* | 0.5 | -7 | -7
CCCOc1ccc(N2CC(C(=O)Nc3ccccc3C(=O)NCc3ccco3)CC2=O)cc1 (centres undefined) | 2 | 6% | -3 | -17 | -1.0 | 26 | 0.3 | -17 | -6
COC(=O)c1nc(NC(=O)C(C)C)n[nH]1 | 6 | 5% | -17 | 0 | -2.5 | -13 | -0.5 | -1 | 2

Six entries drawn at random from those above, as already listed:
SMILES | 5HT1E antag | NADH enzymes | MMP13 inh | 5-HT1A blocker | HTR1A agonist | Ecoli tolC | HTR1E agonist | RORA act | SF-1 act
O=C(O)COc1ccc(-c2nnn(CC(=O)O)n2)cc1 | -3 | 6% | 6 | -7 | -0.4 | -6 | 0.6 | 2 | -3
Cc1cc(C)c(NC(=O)C2CCCN2CCO)c(C)c1 (centres undefined) | -3 | 3% | -10 | 0 | -2.4 | -27 | -0.5 | 27 | -2
CCOc1ccc(C(=O)NCCC(=O)NCCCC(=O)O)cc1 | 7 | 3% | 3 | 4 | -1.1 | -9 | -1.0 | -25 | 6
O=C(CN1C(=O)c2ccccc2C1=O)Nc1cccc2cccnc12 | -3 | 4% | 6 | 10 | -1.7 | 1 | 0.5 | -8 | -23
Cc1ccc2c(c1)nnn2C1CCN(CC(=O)c2ccc(Cl)cc2)CC1 | 2 | 5% | 3 | 6 | 0.2 | 0 | 0.0 | -5 | 5
COc1cc2ccccc2cc1C(=O)OCC(=O)N1CCOCC1 | -1 | 7%[fluoresces] | -89[fluorescence artefact?] | -3 | -0.7 | 3 | -0.8 | 6 | -5
